# Screening results (PubChem BioAssay)
# Yfh1-depleted yeast: enhancers of respiration in Yfh1-depleted yeast, dose response, Friedreich's ataxia, plus single-dose screen (AID 1465); S. cerevisiae Yfh1-off respiration, WST-1 reduction, 72 h; higher fold induction means a stronger effect; 220,000 tested, 0.074% active; fold induction at 50 µM; hits with a dose series show EC50 in µM;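 active = fold induction of absorbance versus untreated yeast above a set limit, then at least 30% activation at any dose in follow-up; inconclusive = repeats straddling the limit, or above it without dose testing; inactive = fold induction below the set limit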;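 also: activators that raise dye reduction in frataxin-depleted yeast; strong numbers were not always called active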
# GPR55 activation: GPR55 agonists via beta-arrestin recruitment, primary screen, imaging, U2OS cells, beta-arrestin-GFP redistribution (AID 1961). U2OS GPR55 beta-arrestin-GFP redistribution imaging; higher % means a stronger effect. one-dose activation, % at 10 µM; EC50 in µM for titrated hits. 290,000 tested, 0.048% active;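 active = activation above 40% with more than 50 cells counted in the well; inconclusive = wells holding fewer than 50 cells, flagged as toxic or sparse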;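 also: U2OS osteosarcoma cells stably expressing GPR55 and beta-arrestin-GFP; plate controls were DMSO negative control for no effect and LPI positive control for full effect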
# SV40 large T antigen: SV40 large T antigen inhibitors, biochemical (AID 1903). SV40 large T antigen ATPase/helicase inhibition assay; higher % means a stronger effect. one-dose inhibition, % at 20 µM; IC50 in µM for titrated hits. 310,000 tested, 0.39% active; in the data active = a potency from the dose series; inconclusive = inhibition mostly from about 32% at the one dose, without a potency; inactive = the rest, 99 in 100 with inhibition below about 32%; also: strong numbers were not always called active
# GPR55 antagonists: GPR55 antagonists blocking LPI-driven arrestin recruitment, primary screen, imaging, U2OS, beta-arrestin-GFP, LPI agonist (AID 2013). one-dose inhibition, % at 10 µM; IC50 in µM for titrated hits. U2OS GPR55 beta-arrestin-GFP translocation imaging, LPI antagonism; higher % means a stronger effect. 290,000 tested, 0.13% active;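 active = spots per cell inhibited over 60%, with over 100 cells counted and total cytoplasm intensity under 500,000; inconclusive = wells with under 100 cells, flagged as likely toxic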;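 also: U2OS cells stably carrying GPR55 and arrestin-GFP stimulated by 5 µM LPI near EC80; imaged beta-arrestin-GFP aggregate spots per cell after agonist stimulation; plate controls were LPI-stimulated DMSO wells for no effect and DMSO wells without LPI for full effect; some results filed as inactive read as strong as hits; confirmed hits need IC50 under 10 µM and bright autofluorescent wells are also inconclusive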
# NTR1 ag: NTR1-driven beta-arrestin-GFP spot formation – imaging, U2OS cells, high content, primary screen (AID 493036). P30989. agonist mode. activation, % at 20 µM. 330,000 tested, 0.17% active;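 active = activation at or above 40% of the spot to cytoplasm intensity ratio, with at least 20 cells analyzed; inconclusive = wells under 20 cells, flagged as cytotoxic or low count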;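 also: 0% = DMSO without peptide and 100% = 100 nM NTR1 peptide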
# Target sequence (P30989 whole entry, looked up): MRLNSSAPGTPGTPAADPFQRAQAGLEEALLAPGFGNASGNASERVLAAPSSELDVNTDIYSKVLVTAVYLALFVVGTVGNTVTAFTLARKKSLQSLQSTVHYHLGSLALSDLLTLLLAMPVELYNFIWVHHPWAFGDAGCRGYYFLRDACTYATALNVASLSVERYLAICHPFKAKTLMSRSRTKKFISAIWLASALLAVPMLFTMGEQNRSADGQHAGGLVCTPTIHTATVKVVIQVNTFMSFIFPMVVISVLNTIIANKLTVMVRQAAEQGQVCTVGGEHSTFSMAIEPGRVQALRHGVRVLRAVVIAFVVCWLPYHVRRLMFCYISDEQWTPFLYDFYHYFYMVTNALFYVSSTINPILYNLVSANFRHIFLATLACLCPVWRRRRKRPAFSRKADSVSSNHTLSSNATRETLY
# MgcRacGAP inhibition: MgcRacGAP GTPase-activating activity inhibitors, confirmation, biochemical, ADP Hunter fluorescence; MgcRacGAP-stimulated Rac1 GTP hydrolysis, ADP Hunter fluorescence; higher % means a stronger effect; GST-tagged Rac1 F28L mutant substrate; one-dose inhibition, % at 30 µM; IC50 in µM for titrated hits; 340,000 tested, 0.6% active; AID 624330;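 active = first-screen hits whose inhibition reached a set limit at any dose in the follow-up dose series; inconclusive = inhibition above the set first-screen limit but never retested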;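 also: fluorescence reports GDP produced by GAP-driven GTP hydrolysis; strong numbers were not always called active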
# NS5 inhibitors: Dengue-2 NS5 methyltransferase inhibitors, primary screen, biochemical, confirmation dose response (AID 588689) | 340,000 tested, 0.3% active | Dengue-2 NS5 methyltransferase capping enzyme assay, biochemical; higher % means a stronger effect | one-dose inhibition, % at 25 µM; IC50 in µM for titrated hits; in the data active = a potency from the dose series; inconclusive = inhibition above about 29% without an active follow-up result
# AID2073: inhibitors of Mint1-CaV2.2 protein interaction, biochemical, HTRF (AID 2073). HTRF protein-protein interaction, Mint1-CaV2.2; higher % means a stronger effect. inhibition, % at 20 µM, or IC50 in µM where a hit was titrated. 290,000 tested, 0.19% active; in the data active = inhibition mostly above about 51%, no sharp cut-off; inconclusive = no clear call, values can overlap the other calls; inactive = mostly below about 53%; also: some results filed as inactive read as strong as hits
# GPR35 antagonists: inhibition of zaprinast-stimulated GPR35 beta-arrestin translocation – imaging, U2OS, beta-arrestin-GFP, zaprinast agonist, primary screen (AID 2058); U2OS GPR35 beta-arrestin-GFP translocation imaging, zaprinast antagonism; higher % means a stronger effect; inhibition, % at 10 µM, or IC50 in µM where a hit was titrated; 290,000 tested, 0.052% active;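 active = inhibition of at least 50% with at least 30 cells and total cytoplasm GFP at most 10,000,000; inconclusive = under 30 cells or total GFP of 10,000,000 plus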
# NTR1 ag cell count 20 µM: second read-out of NTR1 ag, no call of its own (marks repeat the call); cell count; measured here: cell count, cytotoxicity flag
# NS5 inhibitors pilot replicate: further read-out of NS5 inhibitors, marked with its call; inhibition, %; measured here: pilot screen replicate inhibition
# * = called active by the depositor; i = inactive; ? = inconclusive; . = no result given. Hits appear at their usual frequency. About 1.7% of those tested had a hit in this group.
SMILES,Yfh1-depleted yeast,GPR55 activation,SV40 large T antigen,GPR55 antagonists,NTR1 ag,NTR1 ag cell count 20 µM,MgcRacGAP inhibition,NS5 inhibitors,AID2073,GPR35 antagonists,others
O=C(CNC(=O)c1ccc(Cl)cc1)NC(CO)c1ccccc1 (stereo unspecified),.,0.3%,12%,4%,1.2,80,6%,4%,2%,2%,
O=S(=O)(NCc1csc(-c2cccnc2)n1)c1ccc(Cl)s1,i,0.4%,11%,3%,11,69,7%,0%,-3%,-4%,
CCOC(=O)c1cc(-c2ccccc2)sc1NC(=O)CCN1C(=O)c2ccccc2C1=O,i,-0.1%,18%,11%,0.9,63,8%,-3%,2%,-12%,
CCN(CC)S(=O)(=O)c1cc(C(=O)OCC(=O)c2ccc3c(c2)NC(=O)CO3)ccc1Cl,i,-0.4%,7%,7%,3.4,82,11%,-20%,8%,10%,
O=C(NC(=S)NNC(=O)c1cccs1)c1ccccc1,.,0.9%,17%,-18%,1.2,66,5%,2%,-11%,8%,
CCOc1c(OC)cc(C2C(C#N)=C(N)Oc3n[nH]c(-c4ccncc4)c32)cc1OC (stereo unspecified),i,0.2%,27%,13%,-0.3,36,12%,0%,1%,12%,
O=C(Nc1cccc(NC(=O)c2ccco2)c1)c1ccccc1,.,-0.1%,1%,-7%,-2.0,50,7%,-4%,0%,9%,
O=C(Cc1ccc(S(=O)(=O)N2CCOCC2)s1)NCCOc1ccccc1,.,.,10%,.,1.6,64,7%,-7%,.,.,
CCn1c(SCC(=O)OC2CCCCC2)nc2ccccc2c1=O,i,0.2%,9%,4%,17,56,4%,1%,-1%,-7%,
Cc1cnc(NCCc2ccccc2)s1,.,-0.1%,8%,-6%,-0.9,66,8%,-8%,-3%,15%,NS5 inhibitors pilot replicate=-6.1
COc1cc(C(C)=O)ccc1OCC(O)CN1CCN(c2ccccn2)CC1 (stereo unspecified),.,0.8%,1%,6%,-0.2,70,9%,-3%,1%,-4%,NS5 inhibitors pilot replicate=-5.2
Cc1ccccc1OCC(=O)Nc1ccc2c(c1)C(=O)N(CCC(=O)O)C2=O,.,0.2%,27%,-9%,0.0,71,-2%,-7%,-2%,-5%,
CC(C)Oc1cccc(-c2cc(C(=O)NN3CCOCC3)c3ccccc3n2)c1,.,0.0%,-3%,-22%,-0.5,57,3%,-3%,8%,-5%,
CC(C)CN(CC(C)C)c1nc(N)c(C#N)c(CC#N)c1C#N,i,-0.1%,5%,19%,3.5,43,4%,-7%,7%,-14%,
COc1ccc(C(=O)NC2CC3CCCC(C2)N3Cc2ccccc2)cc1OC (stereo unspecified),.,-0.1%,6%,2%,0.1,68,7%,1%,5%,18%,NS5 inhibitors pilot replicate=0.0
Nc1nc(-c2ccccc2)c(-c2ccc([N+](=O)[O-])cc2)s1,i,0.2%,3%,1%,4.5,83,16%,-17%,2%,-14%,
Cc1ccccc1NC(=O)c1nn(-c2ccc(F)c(F)c2)ccc1=O,i,-0.1%,10%,11%,2.5,36,4%,-3%,-6%,9%,
COc1ccc(-n2nc3c(c2NC(=O)C(C)Cl)CSC3)cc1 (stereo unspecified),.,0.2%,11%,-8%,0.0,82,13%,-1%,3%,6%,
Nn1c(SCC(=O)Nc2ccc3c(c2)OCO3)nncc1=O,i,0.2%,16%,3%,0.1,49,6%,0%,-1%,14%,
Cc1cc(C)cc(N(CC(=O)N2CCC(C)CC2)S(C)(=O)=O)c1,i,-0.2%,7%,10%,-1.9,63,10%,-8%,-2%,16%,
CCCCN(CCCC)C(=S)N/N=C/c1c(C)[nH]n(-c2ccccc2)c1=O,i,-0.1%,24%,16%,3.1,40,4%,7%,-16%,3%,
COc1cc(Cn2c(=O)c3c(OC)c(C)cnc3n(C)c2=O)cc(OC)c1,.,-0.2%,-1%,-26%,3.1,42,9%,4%,7%,12%,
COc1ccc2c(c1)C(c1ccc(N3CCOCC3)cc1)=NNC(c1cccnc1)=N2,i,-0.1%,9%,14%,-0.4,61,2%,-2%,5%,-10%,
Cc1ccc(C(=O)COC(=O)c2ccc(O)cc2)cc1,i,0.5%,23%,9%,0.0,27,5%,.,-2%,5%,
C=CCn1c(=S)[nH]c2cc(-c3ccccc3)sc2c1=O,.,-0.1%,7%,-6%,0.2,39,15%,1%,10%,4%,
# Carrying on:
SMILES,Yfh1-depleted yeast,GPR55 activation,SV40 large T antigen,GPR55 antagonists,NTR1 ag,NTR1 ag cell count 20 µM,MgcRacGAP inhibition,NS5 inhibitors,AID2073,GPR35 antagonists,others
CCC(Cc1ccccc1)NC(=O)C1CCN(S(=O)(=O)c2ccc3c(c2)CC(C)N3C(C)=O)CC1 (stereo unspecified),.,-0.1%,.,6%,0.7,54,17%,-8%,-5%,-11%,
COc1ccc(NS(=O)(=O)c2cc(N/C(=N\S(=O)(=O)c3ccccc3)c3ccc(F)cc3)ccc2Cl)cc1,i,0.4%,13%,6%,0.2,61,5%,1%,26%,-16%,
COc1cc(CN(CCc2c(C)[nH]c3ccc(C)cc23)C(=S)NC(C)(C)C)cc(OC)c1OC,.,0.2%,5%,-1%,4.6,55,18%,1%,-1%,-3%,
O=C(c1cccc([N+](=O)[O-])c1)c1cc2ccccc2o1,i,-0.2%,7%,-7%,0.6,49,7%,-7%,?,5%,
COc1ccc(C(=O)NCC(=O)N/N=C/c2ccc([N+](=O)[O-])o2)cc1OC,i,0.2%,26%,-12%,-1.2,47,17%,-3%,-2%,-6%,
O=C(c1cn[nH]c1)N1CCc2c([nH]c3ccccc23)C1c1c(F)cccc1Cl (stereo unspecified),i,-0.1%,9%,0%,1.7,86,3%,-2%,-2%,9%,
COc1ccc(-n2c(=S)[nH]c3cc(C(=O)O)ccc3c2=O)cc1,i,-0.3%,5%,8%,-2.5,82,2%,2%,?,-15%,
Fc1ccc(/C=N/Nc2nc3ccccc3[nH]2)cc1F,i,-0.4%,20%,-3%,0.1,40,8%,-12%,19%,-3%,
O=C(CCC1CCCCC1)Nc1nncs1,.,-0.1%,9%,4%,-0.9,54,9%,2%,11%,-7%,
Cc1cc(F)ccc1S(=O)(=O)N1CCCOC1CNC(=O)C(=O)NCCC1=CCCCC1 (stereo unspecified),i,0.0%,3%,2%,1.9,55,-7%,1%,2%,7%,
NC(=S)NNC(=O)[C@@H]1CCCC[C@@H]1C(=O)O,i,0.0%,13%,6%,-1.5,59,11%,0%,-23%,18%,
Cc1ccc(NC(=O)CCNS(=O)(=O)c2ccc(OC(F)(F)F)cc2)c(O)c1,.,-0.1%,20%,16%,1.9,73,9%,-3%,-5%,1%,
O=C(COC(=O)c1ccc2ccccc2n1)Nc1ncc(C(F)(F)F)cc1Cl,i,0.3%,23%,3%,1.7,50,-3%,0%,-5%,-8%,
CCOc1ccc(N2Cc3ccccc3C2)cc1,i,-0.2%,.,3%,-0.2,57,15%,0%,10%,7%,
COc1ccc(OC)c(Nc2ncnc3ccc(Br)cc23)c1,.,0.5%,7%,1%,0.4,45,9%,4%,6%,7%,
COc1ccccc1NS(=O)(=O)c1cccc(NC(=O)Cc2cccs2)c1,i,2.2%,9%,12%,0.4,70,5%,-7%,-2%,10%,
CCCN(CC(=O)Nc1ccccc1OC)C(=O)c1ccc(S(=O)(=O)Nc2ccccc2)cc1,.,.,2%,.,1.0,40,2%,0%,.,.,
O=c1c(C=NCC2CCCO2)c(-c2ccccc2)[nH]n1-c1ccc([N+](=O)[O-])cc1 (stereo unspecified),i,0.3%,-5%,0%,3.4,54,10%,9%,-2%,2%,
Cc1ccc(C(=O)N2CCCC2)cc1S(=O)(=O)N1CCCCC1,.,0.3%,10%,3%,0.2,57,0%,-6%,-5%,-21%,
CCn1nc(C)c(CNC(=O)CC2C(=O)NCCN2Cc2ccc(C)o2)c1C (stereo unspecified),i,-0.1%,2%,13%,-0.6,90,2%,-2%,4%,-7%,
c1ccc2[nH]c(SCc3cn4cccnc4n3)nc2c1,i,-0.1%,8%,9%,2.5,77,8%,-2%,-12%,-7%,
CC(C)(C)c1ccc(C2=CC(c3ccccc3)n3ncnc3N2)cc1 (stereo unspecified),i,.,27%,.,8.0,82,5%,6%,.,.,
Cc1ccc(C(C(=O)NC(C)(C)C)N(CC2CCCO2)C(=O)Cn2nnc(-c3ccc(C)o3)n2)cc1 (stereo unspecified),i,-0.3%,18%,-7%,0.8,65,3%,3%,0%,-16%,
CCCCN(CCCC)c1nc(-c2ccncc2)nc2ccccc12,i,-0.3%,7%,-1%,16,41,-6%,-2%,?,-2%,
Cc1cc(C)[n+](-c2ccc(C(C)C)cc2)c2[nH]c(=O)[nH]c(=O)c12,i,-0.1%,3%,7%,0.7,71,7%,-6%,11%,-13%,
# Going on with the list.
SMILES,Yfh1-depleted yeast,GPR55 activation,SV40 large T antigen,GPR55 antagonists,NTR1 ag,NTR1 ag cell count 20 µM,MgcRacGAP inhibition,NS5 inhibitors,AID2073,GPR35 antagonists,others
COc1ccc(-n2c(SCC(=O)Nc3nccs3)nc3sc4c(c3c2=O)CCN(C)C4)cc1,i,-0.1%,18%,3%,-0.1,45,8%,-16%,0%,-1%,
N#C/C(=C\c1ccccc1)C(=O)OCC(=O)N1CCCC1,i,0.3%,8%,9%,1.0,40,8%,-1%,3%,-2%,
Cc1ccc(C)c(NC(=S)NNC(=O)c2cc3c(s2)CCC(C)C3)c1 (stereo unspecified),i,-0.2%,17%,10%,0.0,71,10%,-5%,2%,1%,
CC(Sc1nc(-c2ccc(F)cc2)cs1)C(=O)Nc1ccc(Cl)cn1 (stereo unspecified),i,-0.2%,-2%,-3%,6.3,52,4%,-3%,3%,-5%,
CCOc1ccc(NC(=O)Nc2ccc3c(c2)nnn3C)cc1,i,0.1%,3%,14%,-0.9,48,3%,-8%,2%,1%,
O=C1CCCC1C(=O)Nc1ccc2ccccc2c1 (stereo unspecified),i,1.0%,5%,8%,-1.4,42,7%,1%,8%,3%,
Nc1cc(Cl)nc(N/N=C/c2ccccc2[N+](=O)[O-])n1,i,-0.1%,8%,-4%,-2.1,37,10%,-10%,-4%,12%,
CCC(=O)c1c(CC)c2n3c1CC[C@H]3CCC2,.,.,3%,.,0.7,95,-2%,-2%,.,.,
S=C(Nc1ccccc1Cl)N(CCN1CCCCC1)Cc1ccco1,i,?,13%,6%,1.5,35,6%,0%,-17%,-1%,
